# VEEV TC-83 Vero – inhibitors of VEEV TC-83 cytopathic effect, confirmation, Vero cells (AID 588727); 0.13% of 350,000 active; Vero cells, VEEV TC-83 cytopathic effect inhibition; higher % means a stronger effect; inhibition, % at 20 µM, or IC50 in µM where a hit was titrated; in the data active = a potency from the dose series; inconclusive = inhibition mostly from about 14% at the one dose, without a potency; inactive = the rest, 99 in 100 with inhibition below about 12%; note: strong numbers were not always called active
# tuberculosis growth – growth inhibition of non-replicating M. tuberculosis (AID 488890) | Mycobacterium tuberculosis non-replicating, growth inhibition; higher % means a stronger effect | 0.39% of 320,000 active | inhibition, % at 25 µM, or IC50 in µM where a hit was titrated; in the data active = a potency from the dose series; inconclusive = inhibition mostly from about 82% at the one dose, without a potency; inactive = the rest, 99 in 100 with inhibition below about 76%;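 note: plate controls were DMSO cells for no effect and high antibiotic wells for full effect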
# M. tuberculosis HTS – M. tuberculosis growth inhibition, HTS (AID 449762). M. tuberculosis H37Rv growth inhibition, 7H9 media; higher % means a stronger effect. one-dose inhibition, % at 25 µM; IC50 in µM for titrated hits. 0.59% of 330,000 active; in the data active = a potency from the dose series; inconclusive = inhibition above about 70% without an active follow-up result;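 note: bacterial growth assessed after seven days of incubation; strong numbers were not always called active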
# Salmonella PhoP GFP – PhoP regulon inhibitors, Salmonella typhi PhoP promoter GFP reporter, confirmatory (AID 1850). Salmonella Typhi PhoP-promoter GFP reporter, fluorescence, 4 h; higher % means a stronger effect. one-dose inhibition, % at 50 µM; IC50 in µM for titrated hits. 0.33% of 310,000 active; in the data active = a potency from the dose series; inconclusive = inhibition mostly from about 25% at the one dose, without a potency; inactive = the rest, 99 in 100 with inhibition below about 19%;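 note: 0% = induced wells with vehicle and 100% = uninduced wells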
# H1N1 NS1A inhibition – H1N1 influenza NS1A inhibitors, functional cell based assay (AID 504329). 0.3% of 340,000 active. one-dose inhibition, % at 12.5 µM; IC50 in µM for titrated hits. NS1A functional cell-based assay, percent inhibition; higher % means a stronger effect; in the data active = a potency from the dose series; inconclusive = inhibition above about 27% without an active follow-up result; note: strong numbers were not always called active
# VEEV TC-83 Vero 10K pilot screen – second read-out of VEEV TC-83 Vero, no call of its own (marks repeat the call); inhibition, %; measured here: 10K pilot screen inhibition
# Active calls of the source: *; i = inactive; ? = inconclusive; · = no result given; & = joins results of further samples.
SMILES,VEEV TC-83 Vero,tuberculosis growth,M. tuberculosis HTS,Salmonella PhoP GFP,H1N1 NS1A inhibition,others
COC(=O)CNC(=O)c1cn(CCC#N)nc1-c1ccc(F)cc1,0.3%,7%,2%,-10%,-2%,
Cc1cccn2c(=O)c3cc(C(=O)NC4CCCC4)n(C)c3nc12,8.8%,5%,1%,0%,-1%,
COc1ccc(-c2nn(-c3ccccc3)cc2C(=O)N/N=C/c2ccc([N+](=O)[O-])o2)cc1,14%,-12%,47%,8%,-3%,
Cc1cccc(N2CCN(Cc3nc(-c4cccc(Cl)c4)oc3C)CC2)n1,i,76%,34%,-4%,9%,
CCN1CCN(C(=S)NC(=O)c2cccc(Br)c2)CC1,0.2%,?,?,·,-3%,
O=C(Oc1coc(CSc2ncccn2)cc1=O)c1cccs1,7.0%,55%,0%,2%,-5%,
COc1ccc(C=NNC(=O)CCCCC(=O)NN=Cc2ccc(OC)cc2)cc1,0.5%,·,·,·,8%,
CC1CCCCN1C(=O)COC(=O)C1CCN(S(=O)(=O)c2c(Cl)cccc2Cl)CC1 (stereo not drawn),0.7%,34%,-16%,-4%,12%,
Cc1cc2c3c(c1C)C1(C(=O)N3C(C)(C)CC2C)C(C#N)=C(N)OC2=C1C(=O)CC(C)(C)C2 (stereo not drawn),1.8%,30%,-13%,-13%,5%,
CCOc1ccc(S(=O)(=O)N(CC)CC(=O)NCc2cccnc2)cc1,i,-17%,2%,-19%,-10%,
CC(C)Oc1cccc(C(=O)NC(=S)Nc2cccc(NC(=O)c3ccccc3Cl)c2)c1,11%,6%,-3%,-5%,9%,
Cc1ccc(C(=O)Nc2cccc(C(F)(F)F)c2)cc1NC(=O)c1nccn1C,0.2%&0.5%,-1%,-3%,-5%,-4%,VEEV TC-83 Vero 10K pilot screen=1.4
CCOC(=O)CSc1nnc(NC(=O)C2CC(=O)N(c3ccc(F)cc3)C2)s1 (stereo not drawn),1.4%,21%,-6%,0%,-4%,
COc1ccc(-n2nc(C(=O)NCC(=O)NCc3cccc(F)c3)c3ccccc3c2=O)cc1Cl,2.5%,·,6%,-4%,0%,
Cc1cc2[nH]c(=O)c(=O)[nH]c2cc1S(=O)(=O)Nc1cccc(Cl)c1,1.2%,-2%,0%,2%,7%,
CCOc1ccc(NC(=O)CN(C2CCCCC2)S(C)(=O)=O)cc1,0.7%,-2%,-1%,3%,1%,
CCCn1c(SCC(=O)Nc2cccc(C)n2)nc2c1c(=O)n(C)c(=O)n2C,12%,-9%,4%,4%,3%,
COc1ccc(C(CC(=O)c2ccc(C)cc2)Nc2ccc([N+](=O)[O-])cc2)cc1 (stereo not drawn),6.4%,?,14%,16%,-4%,
CCn1c(=O)c2sccc2n2c(CCCC(=O)N3CCN(c4ccccn4)CC3)nnc12,i,-3%,7%,-13%,-22%,
COc1ccc(/C(N)=N/OC(=O)C2CCC(=O)N2S(=O)(=O)c2ccc(C)cc2)cc1OC (stereo not drawn),0.6%,1%,-1%,1%,3%,
CCCCOC(=O)c1cccc(NC(=O)CC)c1,3.3%,54%,56%,-1%,4%,
COc1cc(NC(=O)CN2C(=O)NC(C)(CC(C)C)C2=O)cc(OC)c1 (stereo not drawn),0.2%,7%,-3%,1%,8%,
COc1cccc(-c2cc(C(F)(F)F)nc(N3CCN(c4ccccc4)CC3)n2)c1,3.6%,-14%,·,-11%,9%,
O=C(NNC(=O)C1CC1)c1ccc(F)cc1F,1.0%,-5%,-7%,·,-5%,
Cc1cccc(N(NC(=O)C(C)(C)O)C(=O)c2ccccc2)c1,1.6%,-3%,6%,9%,-1%,
Cc1c(NC(=O)c2noc3c2CCc2ccccc2-3)c(=O)n(-c2ccccc2)n1C,5.7%,·,43%,8%,0%,
CCOC(=O)N1CCN(C(=O)c2cn(CC)c3ccc(S(=O)(=O)N4CCCC4)cc3c2=O)CC1,5.0%,-4%,-2%,5%,6%,
CC12CCC(C(=O)NCc3ccc(Cl)cc3)(OC1=O)C2(C)C (stereo not drawn),i,?,3%,1%,-5%,
Cc1ccc2oc(=O)c3cnn(CC(=O)N4CCCCCC4)c3c2c1,1.8%,-32%,-2%,0%,-2%,
CCOc1ccc(C(C)=O)cc1COC(=O)c1ccc2c(c1)NC(=O)CS2,3.5%,29%,0%,·,4%,
O=S(=O)(c1cnc[nH]1)N1CCN(c2ccc(F)cc2)CC1,i,-1%,9%,7%,-5%,
Cc1ccc(C(=O)NCCC2=CCCCC2)cc1S(=O)(=O)N1CCCCC1,6.4%,15%,0%,-2%,5%,
Cc1cc(C)c(S(=O)(=O)N2CCOC2CNC(=O)C(=O)NCc2cccnc2)c(C)c1 (stereo not drawn),1.1%,19%,-4%,-1%,-5%,VEEV TC-83 Vero 10K pilot screen=0.0
CCn1cc(C2=NCCO2)c2ccccc21,0.1%,3%,3%,3%,-7%,
COCCN(C(=O)COC(=O)C1(C)CC1(Cl)Cl)c1c(N)n(Cc2ccccc2)c(=O)[nH]c1=O (stereo not drawn),3.5%,-3%,-15%,-4%,-2%,
COc1ccccc1N(CC(O)CN1CCCC1)S(=O)(=O)c1ccccc1 (stereo not drawn),i,-11%,-1%,6%,7%,
CSc1nc(C)c2c(n1)N(c1ccc(C(F)(F)F)cc1)CC2,3.5%,-2%,5%,5%,-19%,
CN1CCN(c2nc([N+](=O)[O-])nn2C)CC1,3.1%,0%,11%,-1%,-5%,
Cc1cccc2c(N=O)c(O)[nH]c12,1.6%,-2%,1%,-17%,-12%,
Cc1onc(-c2c(Cl)cccc2Cl)c1C(=O)ONC(=O)c1ccccc1,1.7%,-11%,3%,-13%,1%,
Cc1ccc(NC(=O)CCc2nc3sc4c(c3c(=O)[nH]2)CCCC4)nc1,0.9%,0%,1%,-2%,-4%,
CN1CCN(c2c[nH]c(=O)[nH]c2=O)CC1,1.2%,-20%,-6%,5%,-1%,
CCOP(=O)(/C(C#N)=C(/O)c1ccccc1)c1ccccc1 (stereo not drawn),i,-10%,-8%,2%,-16%,
Cc1ccc(NC(=O)CN2CCOCC2)cc1C,1.2%,-13%,-4%,-8%,-4%,
COCCCn1c(=O)c2ccccc2n(CC(=O)NCCC2=CCCCC2)c1=O,i,-7%,3%,6%,9%,
COc1ccc(OCCSc2nnc(Cc3cccc4ccccc34)n2N)cc1,1.0%,i,5%,0%,7%,
O=C(Cc1ccc(S(=O)(=O)N2CCOCC2)s1)NCCC(c1ccccc1)c1ccccc1,2.9%,54%,8%,6%,7%,
O=C(O)c1ccc(/C=N/NC(=O)c2ccc3c(c2)OCCO3)cc1,i,8%,-6%,7%,8%,
CC(=O)c1ccc(N2CCN(C(=O)c3cc4c(-c5ccccc5F)nn(C)c4s3)CC2)cc1,7.7%,40%,10%,-2%,3%,
CCCOc1cccc(NC(=O)c2cc(C)oc2C)c1,i,33%,5%,-7%,10%,
Cc1ccc2cc(CCNC(=O)c3cccc([N+](=O)[O-])c3)c(=O)[nH]c2c1,0.3%,3%,0%,-6%,4%,
CC(=O)Oc1ccc(N2C(=O)C3C(C2=O)C2C=CC3C23CC3)cc1[N+](=O)[O-] (stereo not drawn),i,-4%,2%,0%,-1%,
CCC1(c2ccccc2)NC(=O)N(CC(=O)NCCN2C(=O)S/C(=C\c3cccnc3)C2=O)C1=O (stereo not drawn),6.2%,4%,4%,6%,2%,
COc1ccc(-n2ncc3c2CC(C)(C)CC3NC(=O)CCn2nc(C)cc2C)cc1 (stereo not drawn),0.5%,1%,0%,-20%,5%,
OC(COc1ccc2c(c1)OCO2)CN1CCCCC1 (stereo not drawn),i,-14%,1%,21%,-6%,
O=C(NC1CCCCNC1=O)c1ccccc1 (stereo not drawn),0.9%,-10%,-9%,20%,-14%,
CC(C)NC(=S)N=Nc1c(O)[nH]c2ccc([N+](=O)[O-])cc12,0.6%,5%,-8%,9%,-13%,
CN(Cc1ccccc1)c1nc(-c2ccc([N+](=O)[O-])cc2)nc2ccccc12,i,17%,1%,-13%,0%,VEEV TC-83 Vero 10K pilot screen=0.0
CCOC(=O)[C@H](CCc1ccccc1)N[C@H]1CCc2ccccc2N(CC(=O)O)C1=O,1.5%,-10%,-7%,-18%,0%,
FC(F)(F)c1cc(CCN2C(=S)NC[C@@H]2Cc2ccccc2)cc(C(F)(F)F)c1,2.5%,6%,14%,-7%,1%,
# (more compounds)
SMILES,VEEV TC-83 Vero,tuberculosis growth,M. tuberculosis HTS,Salmonella PhoP GFP,H1N1 NS1A inhibition,others
O=C(c1ccc2c(c1)OCO2)N1CCCC(c2ccccc2)C1 (stereo not drawn),0.1%,30%,-8%,20%,-15%,
Cc1ccc(N(C(=O)C2CCC(=O)N2)C2(C(=O)NC3CCCC3)CCCCC2)cc1 (stereo not drawn),1.6%,-2%,1%,1%,-5%,
CC(=O)NCC(=O)OCC(=O)Nc1ccc(C(C)=O)cc1,1.1%,9%,8%,8%,-2%,
Cc1cc(C(=O)OCC(=O)c2cccc([N+](=O)[O-])c2)c2cccc(C)c2n1,0.2%,0%,-2%,-4%,1%,
O=C(Nc1ccc(N2CCOCC2)c(Cl)c1)c1ccc([N+](=O)[O-])o1,1.4%,·,·,·,3%,
CC12CC3(C)CC(C)(C1)CC(C(=O)NC(=S)NC(C)(C)C)(C2)C3,i,19%,0%,1%,13%,
COC(=O)c1ccccc1NC(=O)CSc1nc(O)c(-c2ccccc2)c(=O)[nH]1,1.6%,19%,?,6%,-11%,
N#C/C(=C(/O)c1ccc(S(=O)(=O)N(CCCl)CCCl)cc1)c1nc2ccccc2[nH]1,0.7%,6%,-3%,10%,22%,
O=C(Nc1ccc2[nH]c(=O)[nH]c2c1)c1ccc(Cl)c(Cl)c1,1.3%,0%,7%,-6%,·,
CS(=O)(=O)C1=NSC2=NC(=O)/C(=C\c3ccc(OC(=O)c4ccco4)c(Br)c3)C(=N)N21,i,?,-4%,-30%,2%,
Fc1ccc2[nH]c3c(c2c1)CN(C(=S)NCc1ccccc1)CC3,0.0%,20%,-9%,1%,7%,
CC(C)C(O)(C#CCN1CCCC1)c1ccccc1 (stereo not drawn),1.1%,8%,6%,-5%,2%,
N#Cc1c(NC(=O)CSc2nc(-c3ccccc3)cc(C(F)(F)F)n2)sc2c1CCC2,i,1%,5%,-4%,3%,
CCCCC(CC)C(=O)Oc1ccc(O)c(C(C)(C)C)c1 (stereo not drawn),0.3%,4%,8%,6%,-3%,
COCC(C)n1c(C)cc(C(=O)CSc2nc3ccccc3c(=O)[nH]2)c1C (stereo not drawn),3.8%,9%,3%,-15%,-6%,
COC(=O)c1sc(S(=O)(=O)Nc2ccc(C)cc2)c(C(=O)OC)c1C,0.3%,-3%,-3%,-5%,13%,
COc1cccc(N2CCN(C(=O)c3ccc(CS(=O)c4ccccc4C)o3)CC2)c1 (stereo not drawn),9.9%,10%,0%,7%,-4%,
Cc1ccc(NC(=O)c2cc(NC(=O)C3CC=CCC3C(=O)O)ccc2N2CCOCC2)cc1 (stereo not drawn),0.6%,4%,3%,-15%,-11%,
Cc1ccc(N(CC(=O)NCc2ccc(F)cc2)S(=O)(=O)c2c(C)n[nH]c2C)cc1,1.9%,10%,4%,0%,2%,
COCCn1c(C)cc(C(=O)COC(=O)CNC(=O)c2ccccc2)c1C,0.7%,-30%,4%,-6%,4%,
COc1ccc(/C(C)=N/Nc2nccnc2Cl)cc1,1.5%,44%,6%,·,-7%,
